Source: PubChem BioAssay
aSyn yeast rescue = inhibitors of alpha-synuclein toxicity in yeast | Potency, µM (series often up to 46.1 µM), for the others: at the top dose growth rescue (activation), most hits filed as activators | actives 0.02% (n = 94,000) | S. cerevisiae alpha-synuclein toxicity rescue, BacTiter-Glo growth, 24 h; active means well fitted activation curve with a large enough effect; further: 0% is about no effect
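Growth restoration measured by BacTiter-Glo luminescence after 24 hr at 30 deg C; alpha-synuclein yeast, raffinose-pregrown to mid-log, were added at OD600=0.02 in galactose medium onto pinned compounds.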
* = called active by the depositor; & = joins results of further samples; [ ] = remark or other dose. Potency means the concentration at half of the fitted maximal effect. Not all compounds are listed; count on the stated rates, not on these rows.

SMILES	aSyn yeast rescue
Cc1ccc(-c2cc(C(=O)NCC3(N(C)C)CCCCC3)c3ccccc3n2)o1	0.6%
CCCN(C)C[C@@H]1OCc2cnnn2CCCC(=O)N([C@H](C)CO)C[C@H]1C	-2.9%
O=C(/C=C/c1ccccc1)NCCCNC(=O)/C=C/c1ccccc1	-7.2%
CC(NC(=O)Cn1c(=O)oc2cc(S(=O)(=O)NCc3ccccc3)ccc21)c1ccccc1 (configuration not stated)	-2.3%
COc1ccc(S(=O)(=O)Nc2ccc3cn[nH]c3c2)cc1C	2.3%
C=CCn1c(SCc2ccc(Br)cc2F)nc2cc(C(=O)O)ccc2c1=O	7.5%
CN(CC(=O)Nc1ccc(F)cc1)C(=O)COC(=O)/C=C/c1ccc(OC(F)F)cc1	6.1%
CC(C)OCCCNC(=O)c1ccc2c(c1)NC(=O)c1ccccc1S2	5.6%
Cc1ccc(C#CC(C)(O)C(C)(C)C)cn1 (configuration not stated)	7.5%
CCOC(=O)c1[nH]c(CO)c(C(=O)OCC)c1C	-9.4%
CCCN(CC(=O)Nc1ccccc1C)C(=O)c1ccc(NC2CC2)c([N+](=O)[O-])c1	0.1%
CCCCNc1nc2ccccc2c2nc(-c3ccccc3)nn12	0.8%
Cc1ccccc1S(=O)Cc1ccc(C(=O)N2CCN(C3CCCCC3)CC2)o1 (configuration not stated)	-1.4%
Cc1ccc(CNC(=O)C2(c3cccs3)CCOCC2)cc1	-0.3%
O=c1sc(N2CCN(c3ccc(F)cc3)CC2)nc2ccsc12	-1.8%
CCN(CC(=O)Nc1c(F)cccc1F)C(=O)c1ccc(S(=O)(=O)N2CCCC2)cc1	-4.3%
CCCC(=O)Nc1nc2c(s1)CC(C(C)(C)C)CC2 (configuration not stated)	5.2%
COc1ccccc1C1c2ccc3ccccc3c2Oc2ncn(CCN(C)C)c(=N)c21 (configuration not stated)	-11.6%
COc1ccc(CNC(=O)C2=CC(c3cccc(OC)c3)=NS(=O)(=O)N2C)cc1	8.2%
O=C(Nc1cc(S(=O)(=O)N2CCOCC2)ccc1N1CCCC1)c1cc(=O)[nH]c2ccccc12	10.1%
CCOC(=O)c1ccc(NC(=O)c2cc3c(s2)CCC3)cc1	-2.0%
O=C(CSC1=Nc2ccccc2C2=NC(Cc3ccccc3)C(=O)N12)Nc1ccccc1C(F)(F)F (configuration not stated)	3.0%
CCOc1ccc2nc(NC(=O)Cn3[nH]c(=O)c4ccccc4c3=O)sc2c1	-4.8%
CCc1cccc(NC(=O)CCNS(=O)(=O)c2cccc3nonc23)c1	-1.0%
COc1ccc2c(c1)c1c(c(=O)n(Cc3ccccc3)c(=O)n1Cc1ccccc1)n2C	-3.5%
COc1cc(Cl)cc(C2NC(=S)NC(c3ccccc3)=C2C(C)=O)c1OCC(=O)O (configuration not stated)	-1.6%
O=C(COc1ccccc1)NCC(=O)N1CCCC1	2.5%
O=C(Cn1cc(S(=O)(=O)Cc2ccccc2F)c2ccccc21)Nc1ccc(F)c(Cl)c1	0.8%
Cc1c(-c2ccc(Cl)cc2)c(=O)oc2c(CN3CCOCC3)c(O)ccc12	-4.0%
Cn1c(=O)n(CCCc2ccccc2)c(=O)c2c1nc1n2CCN1c1ccc(F)cc1	6.5%
COC(=O)c1cc2oc3ccccc3c2n1Cc1ccccc1Cl	0.1%
COc1cc(C(=O)OCC(=O)N2CCCCC2C)cc(NC(=O)c2cccs2)c1OC (configuration not stated)	0.7%
CCN(CC)c1ccc(S(=O)(=O)N2CCOCC2)cc1NC(=O)CSc1n[nH]c(N)n1	-7.5%
COc1ccc(NC(=O)c2nn(C)c3c2CS(=O)(=O)c2ccccc2-3)cc1Cl	5.0%
COc1ccccc1CNC(=O)c1cc2c(-c3ccc(Cl)cc3)nn(C)c2s1	1.5%
COc1ccc(/C=C/c2cc(C(F)(F)F)on2)cc1	-1.6%
COc1ccc(CCNC(=O)C(C)n2nc(C)c3sc4ccccc4c3c2=O)cc1OC (configuration not stated)	-0.3%
O=C(Nc1ccc(F)cc1F)c1cc2nc(-c3ccco3)cc(C(F)(F)Cl)n2n1	-7.2%
CC(OC(=O)Cn1[nH]c(=O)c2ccccc2c1=O)C(=O)Nc1ccccc1[N+](=O)[O-] (configuration not stated)	3.7%
COc1ccc(CN2COc3ccc4c(oc(=O)c5ccccc54)c3C2)cc1OC	-2.0%
Cc1ccc(NC(=O)CSc2nc3c(c(=O)n(C)c(=O)n3C)n2C)cc1	-0.5%
COc1ccc(C(C)=O)cc1OCc1ccccc1	1.4%
COc1ccc(Cn2cc(S(=O)(=O)c3ccc(C)cc3)c(=O)c3cc(F)ccc32)cc1	0.6%
Cc1nc2scc(C)n2c(=O)c1S(=O)(=O)N1CCN(c2cccc(C(F)(F)F)c2)CC1	-22.6%&-42.5%
COc1cccc(N2CCN(C(=O)CN3C(=O)NC(C)(c4ccc5ccccc5c4)C3=O)CC2)c1 (configuration not stated)	4.7%
Cc1nc2sccn2c(=O)c1S(=O)(=O)NCC(C)c1ccccc1 (configuration not stated)	-4.6%
CCCCNC(=O)C1CCCN(S(=O)(=O)c2c(C)noc2/C=C/c2cccs2)C1 (configuration not stated)	7.5%
CCc1ccc(Cc2cnc(NC(=O)c3ccc4c(c3)CC(c3ccccc3)OC4=O)s2)cc1 (configuration not stated)	3.4%
CCn1cc(C(=O)N[C@@H](CCSC)C(=O)NCCCO)c(=O)c2cc3c(cc21)OCO3	5.0%
COc1ccccc1OCCCCn1c(-c2ccc(Cl)cc2)nc2ccccc2c1=O	-5.7%

Reprinted from the part before: 2 entries; new compounds follow.
SMILES	aSyn yeast rescue
CCn1cc(C(=O)N[C@@H](CCSC)C(=O)NCCCO)c(=O)c2cc3c(cc21)OCO3	5.0%
COc1ccccc1OCCCCn1c(-c2ccc(Cl)cc2)nc2ccccc2c1=O	-5.7%
CCc1ccccc1NC(=O)N(C)CCc1c(C)nn(C)c1C	-5.2%
CC(=O)c1ccc(S(=O)(=O)NCc2ccc(C(=O)N(C)CC(=O)Nc3cccc(F)c3)cc2)cc1	-35.7%[inhibitor]
CC(=O)NC1C(=O)N=C(SCC(=O)Nc2c(C)cccc2C)NC1=O (configuration not stated)	-4.3%
COc1cc(C(=O)NCCc2cn3ccccc3n2)cc(OC)c1OC	1.0%
CCN(CC)c1sc(S(=O)(=O)c2ccccc2)nc1S(=O)(=O)c1ccc(C)cc1	-1.8%
COC(=O)c1cc(C(=O)OC)cc(N2C(=O)CC(NNC(=O)c3ccc(C)cc3)C2=O)c1 (configuration not stated)	6.5%
Cc1cccc(CC(=O)NCc2nc3cccnc3n2Cc2ccc(F)cc2)c1	-0.2%
CCCN1C(=O)C(O)(CC(=O)c2ccc(OC)c(OC)c2)c2ccccc21 (configuration not stated)	1.8%
COc1ccc(Cl)cc1NC(=S)NCCc1ccc(S(N)(=O)=O)cc1	-5.4%
COc1ccc(NC(=O)c2cc(S(=O)(=O)N3CCCC(C)C3)cn2C)c(OC)c1 (configuration not stated)	8.5%

Shown as a markdown table: part of the list above.
| Compound | aSyn yeast rescue |
| --- | --- |
| CCCN1C(=O)C(O)(CC(=O)c2ccc(OC)c(OC)c2)c2ccccc21 (configuration not stated) | 1.8% |
| COC(=O)c1cc(C(=O)OC)cc(N2C(=O)CC(NNC(=O)c3ccc(C)cc3)C2=O)c1 (configuration not stated) | 6.5% |
| COc1cc(C(=O)NCCc2cn3ccccc3n2)cc(OC)c1OC | 1.0% |
| Cn1c(=O)n(CCCc2ccccc2)c(=O)c2c1nc1n2CCN1c1ccc(F)cc1 | 6.5% |
| O=C(CSC1=Nc2ccccc2C2=NC(Cc3ccccc3)C(=O)N12)Nc1ccccc1C(F)(F)F (configuration not stated) | 3.0% |
| CCN(CC(=O)Nc1c(F)cccc1F)C(=O)c1ccc(S(=O)(=O)N2CCCC2)cc1 | -4.3% |
| Cc1ccc(CNC(=O)C2(c3cccs3)CCOCC2)cc1 | -0.3% |

The results go on.
SMILES	aSyn yeast rescue
CCN(CC)CCCn1c2c(c(SCC(=O)Nc3cccc(C)c3C)nc1=O)CCC2	-1.7%
CCOc1ccc(S(=O)(=O)c2cn(Cc3ccccc3)c3ccc(OCC)cc3c2=O)cc1	3.1%
COc1ccc(CNc2cc(-c3ccc(OC)cc3)nc3nncn23)cc1	4.6%
O=C(CSc1ncc2c(n1)-c1ccccc1N(Cc1ccc(F)cc1)S2(=O)=O)NCc1ccccc1	3.9%
COC(=O)c1cc2sc(Cl)cc2n1Cc1nc(-c2ccccc2F)oc1C	1.0%
CCOC(=O)c1cnc2c(C)cccc2c1Nc1ccc(OC(C)C)cc1	-17.4%
O=C(c1cccc(S(=O)(=O)N2CCOCC2)c1)N1CCN(c2ncccn2)CC1	7.1%
N#CCCN1CCN(S(=O)(=O)c2ccc(S(=O)(=O)NC3CCCCC3)cc2)CC1	4.3%
COc1ccc(Cn2ccc3nc(C)c(C(=O)Nc4ccc(OC(F)(F)F)cc4)cc3c2=O)cc1	-7.8%
Cc1ccc(C)c(NC(=O)CSc2ccc3nc(-c4ccccc4)cn3n2)c1	-1.8%
Cc1csc(NC(=O)c2oc3ccccc3c2C)n1	-3.7%
O=C1c2cccc3c2C2(O)c4c1cccc4C(=O)c1cccc(c12)C3=O	11.3%
Cc1ccc2[nH]c(O)c(N=Nc3ccccc3C)c2c1	13.1%
COc1ccc(N2C(=O)NC(=O)C2=O)cc1	-4.5%
O=C(c1ccc(Cl)c(S(=O)(=O)N2CCCCCC2)c1)N1CCCC1	2.4%
O=C(Nc1cccc([N+](=O)[O-])c1)c1ccc([N+](=O)[O-])o1	-76.3%[inhibitor]
CC(=O)c1ccc(S(=O)(=O)Nc2ccc(-c3cn4c(C)csc4n3)cc2)cc1	0.1%
O=C(COC(=O)/C=C/c1ccc(C(F)(F)F)cc1)NCC1CCCO1 (configuration not stated)	6.5%
CNC(=O)CS(=O)(=O)CC(=O)Nc1cc(OCCOC)c(Cl)cc1Cl	0.2%
O=C(Cn1nc(CNc2ccc(Cl)cc2)[n+]2c1CCCCC2)c1ccc(Cl)cc1	-5.6%
O=C(CN(CCc1ccccc1)S(=O)(=O)c1ccccc1)NCc1ccc(Cl)cc1	-0.3%
Cc1c(C(=O)NCc2ccccc2)sc2nc[nH]c(=O)c12	-10.1%
COc1ccc(-c2nc3n(n2)C(c2ccc(OC)c(OC)c2)C(C(=O)Nc2cccnc2)=C(C)N3)cc1 (configuration not stated)	0.0%
CC(=O)Nc1ccc(NC(=O)c2ccc(S(=O)(=O)N3CCCCCC3)cc2)cc1	6.3%
COc1ccc(C(=O)Oc2cc(-c3ccc4c(c3)OCO4)cc(=O)c3c(C)oc(C)c23)cc1	4.2%
CCCN1CCN(C(=O)c2ccc(CS(=O)c3ccc(Br)cc3)o2)CC1 (configuration not stated)	2.9%
O=C(Cn1c(SCC(=O)Nc2ccc(F)cc2)nc2ccccc21)NCc1ccccc1Cl	-1.1%
O=c1cc(CSc2n[nH]c(=O)n2C2CC2)c2ccc(O)cc2o1	0.3%
CCC1(c2ccccc2)NC(=O)N(CC(=O)Nc2ccc(Cl)c(S(=O)(=O)N3CCCCC3)c2)C1=O (configuration not stated)	-1.7%
CCC(=O)N1CCc2cc(Br)cc(S(=O)(=O)N3CCC(C(=O)Nc4ccc(OC)cc4)CC3)c21	-7.1%
Cc1ccc(CNC(=O)c2cnc3ccccc3n2)cc1	-45.8%[inhibitor]
CCc1noc(C)c1C(=O)N1CCN(S(=O)(=O)c2ccc(C)cc2)CC1	4.6%
COc1cccc(OC)c1C(=O)NC(=S)N1CCOCC1	-0.1%
CC(C)c1ccc(NC(=O)c2cnn3c(C(F)F)cc(-c4ccccc4)nc23)cc1	3.9%
COc1ccc(NC(=O)CSc2nnc3ccc(-c4ccncc4)nn23)cc1	-6.4%
Cc1ccc(SCC(=O)OCC(=O)N(CCC#N)c2ccccc2)cc1C	7.1%
COc1cc2c(cc1OC)C(C)N(C(=S)Nc1ccccc1)CC2 (configuration not stated)	5.6%
NS(=O)(=O)c1ccc(CCNc2ncnc3c2cnn3-c2cccc(Cl)c2)cc1	2.5%
COc1ccc(CN2CCC[C@]3(N[C@H](c4ccc(C)cc4)[C@@H]4C(=O)N(Cc5ccccc5)C(=O)[C@@H]43)C2=O)cc1	4.2%
COc1cc2c(cc1OC)-c1cc(Nc3ccccc3Br)nc(=O)n1CC2	-3.0%
CCc1ccc(C(=O)NNc2ccccc2F)cc1	12.3%
O=C(CCOc1ccccc1)N1CCN(c2ccc(O)cc2)CC1	10.3%
Cc1ccc2nc(-c3cccc(NC(=O)c4cccc5ccccc45)c3)oc2c1	-7.2%
Cc1cccc(NC(=O)Cn2c(O)c(N=NC(=O)c3ccccc3O)c3ccccc32)c1	-8.6%
CCOc1cccc(C(=O)Nc2cc(-c3ccc(C)cc3)no2)c1	-11.9%
Cc1cccc2c(=O)n(C(=O)c3ccccc3)c(N)nc12	22.2%
COc1cc(/C=N/NC(=S)NCCc2ccccc2)cc(OC)c1OC	-7.4%
CCC(C(=O)NCc1ccc(F)cc1)N(Cc1cccs1)C(=O)c1snc(C(N)=O)c1N (configuration not stated)	-1.5%
COc1ccc(NC(=O)N(C)C[C@H]2OCc3cn(nn3)CCCC(=O)N([C@@H](C)CO)C[C@@H]2C)cc1	-3.2%
COc1ccccc1N1CCN(c2ncc3c(n2)CCN(Cc2ccccc2F)C3)CC1	4.1%

Additional structures.
SMILES	aSyn yeast rescue
O=C(NCCc1ccc(Cl)cc1)C1CCN(c2ncnc3c2nc2n3CCCCC2)CC1	-10.1%
O=c1c2ccccc2sn1-c1ccc(Cl)cc1	-78.6%[inhibitor]
Cc1ccc(NC(=O)c2cc(S(=O)(=O)N3CCOCC3)cn2C)cc1F	5.0%
Cc1ccc(C)c(NC(=O)CSc2ncc(S(=O)(=O)c3ccc(C)c(Cl)c3)c(=O)[nH]2)c1	-6.2%
O=C(Cn1c(=O)n(-c2ccccc2)c(=O)c2c3c(sc21)CCCC3)Nc1ccc(F)cc1	1.3%
N#CC1=C2SCN(Cc3ccccc3)CN2C(=O)CC1c1cccs1 (configuration not stated)	4.6%
Cc1cc(NC(=O)Cn2nc(C)n3cccc3c2=O)ccc1Br	-1.2%
